# High-throughput results as filed in PubChem BioAssay.
# KOR beta-arrestin-1: KOR antagonists, beta-arrestin recruitment, cell-based, luminescence, uHTS (AID 1778). KOR beta-arrestin recruitment, luminescence, antagonist mode; higher % means a stronger effect. inhibition, % at 10 µM; hits with a dose series show IC50 in µM. 0.091% of 290,000 active; also: strong numbers were not always called active
# GPR55 beta-arrestin: selective activators of receptor GPR55 – imaging, U2OS cells, beta-arrestin-GFP redistribution, primary screen (AID 1961). U2OS GPR55 beta-arrestin-GFP redistribution imaging; higher % means a stronger effect. 0.048% of 290,000 active. activation, % at 10 µM, or EC50 in µM where a hit was titrated;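 active = activation above 40% with more than 50 cells counted in the well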;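 also: U2OS osteosarcoma cells stably expressing GPR55 and beta-arrestin-GFP; plate controls were DMSO negative control for no effect and LPI positive control for full effect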
# GPR55 LPI antagonism: inhibition of LPI-stimulated GPR55 beta-arrestin translocation – imaging, U2OS, beta-arrestin-GFP, LPI agonist, primary screen (AID 2013). inhibition, % at 10 µM, or IC50 in µM where a hit was titrated. 0.13% of 290,000 active. U2OS GPR55 beta-arrestin-GFP translocation imaging, LPI antagonism; higher % means a stronger effect;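 active = spots per cell inhibited over 60%, with over 100 cells counted and total cytoplasm intensity under 500,000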;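 also: U2OS cells stably carrying GPR55 and arrestin-GFP stimulated by 5 µM LPI near EC80; imaged beta-arrestin-GFP aggregate spots per cell after agonist stimulation; plate controls were LPI-stimulated DMSO wells for no effect and DMSO wells without LPI for full effect; some results filed as inactive read as strong as hits; confirmed hits need IC50 under 10 µM and bright autofluorescent wells are also inconclusive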
# NTR1 agonist: NTR1-driven beta-arrestin-GFP spot formation – imaging, U2OS cells, high content, primary screen (AID 493036); 0.17% of 330,000 active; agonist mode; P30989; activation, % at 20 µM;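 active = activation at or above 40% of the spot to cytoplasm intensity ratio, with at least 20 cells analyzed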;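 also: 0% = DMSO without peptide and 100% = 100 nM NTR1 peptide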
# Target sequence (P30989 whole entry, looked up): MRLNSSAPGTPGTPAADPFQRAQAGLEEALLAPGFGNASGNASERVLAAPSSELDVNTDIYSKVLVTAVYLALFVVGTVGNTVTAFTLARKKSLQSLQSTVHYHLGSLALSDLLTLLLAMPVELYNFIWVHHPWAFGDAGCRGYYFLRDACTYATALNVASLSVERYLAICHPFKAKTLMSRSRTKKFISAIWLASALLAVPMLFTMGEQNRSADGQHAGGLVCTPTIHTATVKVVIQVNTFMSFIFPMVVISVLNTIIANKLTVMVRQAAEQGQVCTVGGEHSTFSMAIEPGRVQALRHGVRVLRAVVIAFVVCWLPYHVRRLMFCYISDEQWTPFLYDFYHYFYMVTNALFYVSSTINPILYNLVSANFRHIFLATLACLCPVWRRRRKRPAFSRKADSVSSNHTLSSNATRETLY
# NOD2 inhibition: NOD2 signaling inhibitors, cell-based, luminescence, uHTS, HEK293 (AID 1566) | HEK293 NOD2/NF-kB luciferase reporter, luminescence; higher % means a stronger effect | one-dose inhibition, % at 4 µM; EC50 in µM for titrated hits | 0.63% of 290,000 active; also: many of its hits are not listed in these tables
# Myeloid diff MLP: promotes myeloid progenitor differentiation | ER-HoxA9 myeloid progenitors, lysozyme-GFP differentiation, flow cytometry | calls only at 10 µM | 1% of 360,000 active | AID 624256;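 active = normalized GFP-positive differentiation at or above the plate's own cutoff, the solvent-only control mean plus 3 SD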;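 also: cells exposed to compound for four days before flow analysis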
# NOD1 NF-kB reporter: NOD1 signaling inhibitors, primary screen, cell-based, luminescence, uHTS (AID 1578); NOD1-driven NF-kB luciferase reporter cells, luminescence; higher % means a stronger effect; inhibition, % at 4 µM; hits with a dose series show EC50 in µM; 1% of 290,000 active; in the data active = inhibition mostly above about 36%, no sharp cut-off; inactive = mostly below about 34%;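 also: HEK-293T reporter cells stimulated with the NOD1 agonist gamma-tri-DAP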
# KOR beta-arrestin-2: KOR agonists, beta-arrestin recruitment, primary screen, cell-based, luminescence, uHTS (AID 1777); activation, % at 10 µM; hits with a dose series show EC50 in µM; 0.02% of 280,000 active; KOR beta-arrestin recruitment, luminescence; higher % means a stronger effect; in the data active = activation above about 50%, passing the limit was not always enough; also: a part of the inactive calls stands beside numbers as strong as those of hits
# T cell modulator: modulates CD8 T cell binding to vesicles | 2C CD8+ T cell-vesicle binding, flow cytometry; stronger effect = lower value | 0.068% of 330,000 active | calls only at 7 µM;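 active = response, share of CD8 T cells binding vesicles, and their 90th percentile fluorescence all below set limits, cut at about 80% in these data, passing the limit was not always enough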
#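 Assay system: 2C TCR transgenic mouse naive CD8+ T cells, MACS-purified | Read-out: CD8+ gate FL2 mean fluorescence as % of same-row positive control | Signal: High-throughput flow cytometry with anti-B7-1 and anti-CD8 staining | Timing: Binding step 1.5 h, 37 °C, antibody labelling 20 min, ice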
# T cell modulator vesicle-bound %: second read-out of T cell modulator, no call of its own (marks repeat the call); double positive events, %; measured here: CD8+ vesicle-bound cell fraction;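 binding gate set so that unloaded-vesicle control wells show 10% double positive cells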
# NTR1 agonist cell count 20 µM: recorded beside NTR1 agonist, whose call it bears; cell count; measured here: cell count, cytotoxicity flag
# Myeloid diff MLP GFP+ MAC1+ %: recorded beside Myeloid diff MLP, whose call it bears; GFP+ MAC1+ double positive, %; measured here: differentiation confirmed by MAC1 staining
# An asterisk follows results filed as active; i = inactive; . = not tested or not shown; + = active, no number; [ ] = dose if it differs, or a comment. Rule as the data show it, unless noted: active = inhibition above about 50%; inactive = the rest.
SMILES,KOR beta-arrestin-1,GPR55 beta-arrestin,GPR55 LPI antagonism,NTR1 agonist,NTR1 agonist cell count 20 µM,NOD2 inhibition,Myeloid diff MLP,Myeloid diff MLP GFP+ MAC1+ %,NOD1 NF-kB reporter,KOR beta-arrestin-2,T cell modulator,T cell modulator vesicle-bound %
Cc1ccccc1C(=O)Nc1c(C(=O)N2CCCC2)cnn1-c1ccccc1,10%,0.2%,-1%,-0.6,42,10%,i,3.2,-16%,-3.9%,i,32
COc1ccc(CN2CCNC(=O)C2CC(=O)NC2CCCCC2)c(OC)c1 (stereo unspecified),-11%,-0.1%,7%,0.5,55,-4%,i,0.8,-39%,4.9%,i,12
Cc1c(/C=N/Nc2ccc(F)cc2)c(O)n(C)c(=O)c1C#N,-13%,-0.2%,15%,-2.6,81,6%,i,0.4,-38%,-5.0%,i,44
Cc1ccc(-c2nnc(SCC(=O)Nc3nccs3)n2N)cc1,-13%,1.3%,12%,-1.5,57,-8%,i,1.1,-32%,-4.5%,i,54
CN1C(=O)c2cccc3c(S(=O)(=O)Nc4ccc(O)c(C(=O)O)c4)ccc1c23,-4%,0.7%,-2%,0.2,64,2%,i,0.0,-40%,1.0%,i,45
O=c1/c(=C/c2ccco2)sc2nc(-c3ccccc3Br)nn12,-20%,0.2%,-12%,3.7,26,1%,i,0.7,-10%,-8.1%,i,55
O=[N+]([O-])c1ccc(-c2nnc3cccc(Cl)n23)cc1,2%,-0.1%,7%,3.2,97,18%,i,0.1,-7%,-3.0%,i,52
CC(C)(C)OC(=O)N[C@@H](Cc1ccccc1)C(=O)N[C@@H](CO)[C@H](O)[C@@H]1C[C@@H]1C(=O)NC1CC1,-27%[20 µM],0.0%,8%,1.6,101,2%,i,1.5,-14%,-3.9%,i,19
Cc1ccc(-n2c(SCC(=O)Nc3cc(C)on3)nc3c([nH]c4ccccc43)c2=O)cc1,34%,1.8%,6%,3.8,83,7%,i,2.4,-29%,-2.6%,i,40
CC(C)(C)c1cc(C(C)(C)C)n(-c2ccccc2)n1,-12%,-0.3%,-3%,1.1,51,-6%,i,0.3,9%,0.2%,i,38
CN1CCN(CC(=O)Nc2ccccc2C(F)(F)F)CC1,-22%[20 µM],0.1%,-3%,-1.9,50,-12%,i,0.6,-6%,0.1%,i,29
COc1ccc(C(=O)NCc2ccc(N3CCN(C)CC3)cc2)cc1,0%,0.0%,6%,0.1,99,-1%,i,0.5,-11%,-4.3%,i,21
CNC(=O)C(NC(=O)c1ccccc1)=C(C)C,-70%,0.0%,-8%,0.3,50,-22%,i,0.6,13%,11%,i,38
Cc1cc2c(N=NC(=O)C3CC3c3ccccc3)c(O)[nH]c2cc1Br (stereo unspecified),16%,-0.2%,4%,42*,46*,-10%,i,0.5,-17%,0.8%,i,8
CC(C)=CCC1=C(OCC(=O)O)C(=O)c2ccccc2C1=O,20%,0.0%,3%,2.2,95,18%,i,0.4,7%,2.5%,i,16
CCOC(=O)c1[nH]c2ccc(F)cc2c1NC(=O)c1ccccc1C(=O)O,-11%,-0.2%,-6%,-0.6,83,-2%,i,0.7,8%,11%,i,20
Cn1c(=O)oc2cc(S(=O)(=O)N3CCC(C(=O)Nc4ccc(OC(F)(F)F)cc4)CC3)ccc21,-12%,-0.1%,-4%,0.8,62,-11%,i,3.4,-23%,-6.5%,i,26
Cc1nnc(NC(=O)C2CCN(S(=O)(=O)c3ccc(Cl)cc3)CC2)s1,-20%,-0.5%,21%,-0.1,62,-5%,i,0.4,-33%,3.4%,i,49
CCOc1ccc(Oc2ccc(Cl)cc2N)cc1,4%,-0.2%,11%,1.3,52,12%,i,0.7,-34%,-0.5%,i,40
COc1ccc(CNC(=O)Cc2cn(C)c3ccccc23)c(OC)c1,28%,-0.2%,-3%,0.1,46,-2%,i,0.7,-7%,-1.0%,i,31
Cc1cccc(CN2CCc3c([nH]c4ccccc34)C2C(C)(C)C)n1 (stereo unspecified),-16%,-0.1%,7%,2.6,54,1%,i,0.9,1%,4.7%,i,58
COc1ccc(-n2nc3c(c2NC(=O)c2ccccc2S(=O)(=O)C(F)F)CS(=O)(=O)C3)cc1,16%,-0.1%,9%,-0.9,44,11%,i,4.8,-26%,-4.3%,i,26
CN(CC(=O)Nc1cccc(F)c1)C(=O)c1cn(-c2ccccc2)nc1-c1cccs1,-20%,-0.1%,3%,6.6,80,10%,i,2.3,-28%,5.3%,i,21
Cn1cc(CCC(=O)NCc2ccc3c(c2)OCO3)c2ccccc21,-15%,-0.1%,1%,1.0,77,-18%,i,0.8,-35%,0.2%,i,44
O=C(COC(=O)CCC1CCCC1)Nc1ccc(Cl)cc1F,40%,-0.3%,-2%,-0.7,39,-4%,i,0.5,3%,0.4%,i,48
# Additional records
SMILES,KOR beta-arrestin-1,GPR55 beta-arrestin,GPR55 LPI antagonism,NTR1 agonist,NTR1 agonist cell count 20 µM,NOD2 inhibition,Myeloid diff MLP,Myeloid diff MLP GFP+ MAC1+ %,NOD1 NF-kB reporter,KOR beta-arrestin-2,T cell modulator,T cell modulator vesicle-bound %
Cc1cccc(OCC(=O)Nc2nccs2)c1C,-29%,0.7%,-15%,0.5,44,-118%,i,0.4,-80%,7.8%,i,7
CC(=O)c1ccc(NC(=S)N2CCCC(C(F)(F)F)C2)cc1 (stereo unspecified),-19%,-0.2%,3%,1.1,64,20%,i,0.4,-15%,2.1%,i,25
Cc1ccc(Cc2c(C)nc3nc(SCC(=O)NCCCN4CCCC4)nn3c2C)cc1,12%,-0.1%,8%,-1.3,43,26%,i,0.8,-26%,-0.7%,i,16
Cc1onc(-c2c(Cl)cccc2Cl)c1C(=O)N1CCCCC1,-8%,-0.2%,2%,-0.2,41,18%,i,2.5,-4%,-8.1%,i,30
Cc1ccc(S(=O)(=O)N(C)C)cc1NC(=O)CN1C(=O)NC2(CCCCCC2)C1=O,-10%,-0.1%,14%,-0.3,73,2%,i,0.6,-38%,-2.1%,i,29
O=C(O)c1ccccc1/C=N/NC(=S)NCc1ccccc1,24%,0.1%,2%,1.8,65,-8%,i,0.5,-4%,-1.6%,i,50
COCCn1c(Cc2ccccc2)nnc1SCC(=O)N1CCCCC1C (stereo unspecified),-27%,0.0%,2%,-1.0,81,4%,i,0.3,-32%,-1.9%,i,11
O=C(Nc1cc(S(=O)(=O)N2CCCCC2)ccc1Cl)C1=NN(c2ccccc2)C(=O)CC1,-43%,-0.1%,-4%,2.4,46,-7%,i,0.4,-10%,2.3%,i,16
COc1ccc(CNc2nc(C)c([N+](=O)[O-])c(C)c2C#N)cc1,21%,-0.5%,8%,4.7,46,5%,i,0.9,-29%,11%,i,42
Cc1noc(C)c1C(=O)OCC(=O)Nc1cc(S(=O)(=O)N2CCOCC2)ccc1Cl,-35%,-0.4%,-3%,2.3,38,-1%,.,.,-23%,0.9%,i,32
O=C1NCCN(Cc2c(F)cccc2Cl)C1CC(=O)N1CCCO1 (stereo unspecified),-4%,-0.1%,7%,0.3,50,2%,i,0.6,-26%,0.1%,i,55
O=C(NCCN1CCOCC1)C1CCC(=O)N1C1CCCCC1 (stereo unspecified),-11%,-0.1%,8%,0.8,39,12%,i,6.5,7%,11%,i,9
CCOc1ccc(CNc2ncnc(N)n2)cc1,12%,-0.1%,-1%,0.2,41,13%,i,0.7,6%,-3.8%,i,14
CN1CCN(C(=O)C2CCC(CNS(=O)(=O)c3cccc4cccnc34)CC2)CC1 (stereo unspecified),-26%,-0.2%,8%,2.0,75,14%,i,2.1,-3%,-6.3%,i,50
O=C(Cn1cnc2c(nnn2Cc2ccc(Cl)cc2)c1=O)N1CCCc2ccccc21,16%,-0.2%,3%,9.7,57,16%,i,5.1,-9%,8.1%,i,16
Cc1ccc(CO/N=C\Cc2snc(Sc3ncc(C(F)(F)F)cc3Cl)c2C#N)cc1,-4%,0.7%,1%,3.1,48,10%,+,0.5*,17%,2.3%,i,37
CCN(CC)CC#Cc1ccc(C)cc1,-6%,-0.3%,-5%,-0.2,48,2%,i,0.6,-10%,3.5%,i,32
Cc1ccc(CSc2nc3ncccc3[nH]2)cc1,14%,-0.1%,-4%,1.2,42,-135%,.,.,-11%,1.9%,i,18
O=C1CN(C(=O)CSc2nc3ccccc3c(=O)n2Cc2ccc(F)cc2)c2ccccc2N1,0%,0.4%,34%,0.4,77,-37%,i,0.3,24%,0.2%,i,44
CCC(=O)Nc1nc(C)c(C(=O)Nc2cccc(Cl)c2)s1,-19%[20 µM],-0.1%,23%,-0.7,50,-8%,i,0.8,-5%,-2.4%,i,7
O=c1c(-c2ccnn2-c2ccc(F)cc2)cnc2n1CCS2,-15%,0.2%,-7%,-2.0,71,-2%,i,2.7,7%,9.0%,i,30
O=C(CN(Cc1ccccc1Cl)S(=O)(=O)c1ccc(Cl)cc1)N/N=C/c1ccc(C(=O)O)cc1,-12%,-0.2%,2%,0.4,60,18%,i,1.2,-10%,2.6%,i,2

# This is a subset; count on the stated rates, not on these rows.
